# Lipid storage S3 = qHTS Assay for Lipid Storage Modulators in Drosophila S3 Cells; actives 0.64% (n = 320,000); lipid storage change, negative = inhibition, % at the top dose, mostly 46.1 µM; hits show Potency in µM; Drosophila S3 cells, BODIPY lipid droplet fluorescence, 18-24 h; cells fed with added oleic acid; AID 2685, 2010; active means well fitted inhibition curve with a large enough effect in the signal ratio, with a control signal flat, not every such curve was filed as active; inconclusive means small, poorly fitted or top-dose-only effect, or effect the other way, or a change in a side signal; the % refers to the signal ratio
#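 Drosophila S3 cells loaded with oleic acid (400 uM, as added) and compounds at several concentrations; lipid droplets imaged by 488-nm laser-scanning cytometry, 500–530 nm intensity and object ratio to cell channel. Percent activity normalized to 20 uM Triacsin C.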
# Lipid storage S3 cell count max = second read-out of Lipid storage S3, no call of its own (marks repeat the call); cell number change, %; measured here: cell count max response;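 cells counted by Cell Tracker Red CMTPX staining in the red channel; peak over a dose series mostly up to 46.1 µM; percent activity relative to internal control wells on each plate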
# An asterisk follows results filed as active; i = inactive; ? = inconclusive; · = no result given. On the % scale 0 is the no-effect control and ±100 the full control effect; potency means the concentration at half of the fitted maximal effect.
SMILES,Lipid storage S3,Lipid storage S3 cell count max
CN1C(=O)C(CC(=O)NCCc2ccccc2)N(NC(=O)c2cccc(F)c2)C1=S (stereo unspecified),i,6
Cc1ccc(F)c([C@H]2[C@@H]3C=CCC[C@@]3(C)C(=O)N2Cc2ccccc2)c1,-4%,·
CCC(c1nnc(SCC(=O)Nc2cc(S(C)(=O)=O)ccc2Cl)n1Cc1ccccc1)N(C)C (stereo unspecified),?,·
CCC(SC1=Nc2ccccc2C2=NC(CC(C)C)C(=O)N12)C(=O)Nc1ccc2c(c1)OCO2 (stereo unspecified),?,·
COc1ccc(Cl)cc1NC(=O)CN(C)C(=O)CN1C(=O)NC2(CCCC2)C1=O,?,·
COc1ccc(NC(=O)Nc2cccc3ccccc23)cc1OC,?,·
CC(=O)Nc1ccc(S(=O)(=O)NCCCCNS(=O)(=O)c2ccc(NC(C)=O)cc2)cc1,?,·
CCn1c(SCC(=O)Nc2cc(C)on2)nnc1-c1ccc(S(=O)(=O)N2CCCC2)cc1,?,·
CCc1cc(=O)oc2cc(C)cc(OCC(=O)N3CCC[C@@H]3C(=O)O)c12,?,·
S=c1[nH]nc(-c2ccccc2)n1/N=C/c1ccc(Cl)cc1,-14%,-13
O=C(Nc1ccccc1C(=O)N1CCCCC1)C1CCCCC1,?,·
Cc1cccc(Cn2cnc3c(nnn3Cc3ccccc3F)c2=O)c1,-7%,-16
O=C(NC1=NCCS1)c1ccc(Cl)c(S(=O)(=O)N2CCCCC2)c1,?,·
COc1ccc2c(c1)C(c1cccs1)=NNC(c1cccnc1)=N2,-7%,-6
Cc1ccc(NC(=O)COc2cccc(C)c2C)cc1S(=O)(=O)N1CCCCCC1,?,·
CCCCNC(=O)N1CCN(C/C=C/c2ccccc2)CC1,?,·
CC(=O)NC1=NN(C(C)=O)C(C)(CCS(=O)(=O)c2ccc(Cl)c(Cl)c2)S1 (stereo unspecified),?,·
N#Cc1c(SCC(=O)Nc2cccc(C(F)(F)F)c2)sc2c(O)cc(=O)[nH]c12,?,·
Cc1ccc(NC(=O)C2CCN(S(=O)(=O)c3ccc(F)cc3)CC2)cc1,?,·
O=C(COC(=O)c1cc(Cl)ccc1Cl)NC1CCCC1,?,·

# Of the compounds above, 6 contain nitrogen in an aromatic ring.
SMILES,Lipid storage S3,Lipid storage S3 cell count max
CCC(c1nnc(SCC(=O)Nc2cc(S(C)(=O)=O)ccc2Cl)n1Cc1ccccc1)N(C)C (stereo unspecified),?,·
CCn1c(SCC(=O)Nc2cc(C)on2)nnc1-c1ccc(S(=O)(=O)N2CCCC2)cc1,?,·
S=c1[nH]nc(-c2ccccc2)n1/N=C/c1ccc(Cl)cc1,-14%,-13
Cc1cccc(Cn2cnc3c(nnn3Cc3ccccc3F)c2=O)c1,-7%,-16
COc1ccc2c(c1)C(c1cccs1)=NNC(c1cccnc1)=N2,-7%,-6
N#Cc1c(SCC(=O)Nc2cccc(C(F)(F)F)c2)sc2c(O)cc(=O)[nH]c12,?,·

# Further entries follow.
SMILES,Lipid storage S3,Lipid storage S3 cell count max
CCOC(=O)N1CCN(C(=O)COc2cc(=O)n(CC)c3ccccc23)CC1,?,·
CC(C)(C)OC(=O)NCc1ccc(NC(=O)c2nc[nH]c2C(=O)N[C@@H](Cc2ccccc2)C(=O)OC(C)(C)C)cc1,?,·
COCCN(CC(=O)Nc1cccc(C)c1C)C(=O)CN1C(=O)NC2(CCCCC2)C1=O,18%,17
COC(=O)CSc1nc(NC(C)C)nc(N(C)C)n1,-6%,-12
Cc1ccnc(N2C(=O)c3cccc4c([N+](=O)[O-])ccc(c34)C2=O)c1,?,·
O=C1c2ccccc2C(=O)N1CCN1CCOCC1,?,·
N#Cc1c(N)n(CCNC(=O)c2ccc(Cl)cc2)c2nc3ccccc3nc12,17%,-6
O=C(NNC1CC(=O)N(c2ccc(F)cc2)C1=O)c1cccnc1 (stereo unspecified),13%,·
CCOC(=O)COc1ccc2c(=O)c(-c3ccccc3OC)coc2c1,?,·
O=C(CCc1nnc2ccc(NCc3ccco3)nn12)Nc1cc(F)ccc1F,-20%,3
CC(C)(C)c1ccc(NC(=S)NCc2cccnc2)cc1,20%,-7
O=C(CC1CCCCC1)N1CCCC(c2nc(-c3ccc(S(=O)(=O)N4CCCC4)cc3)no2)C1 (stereo unspecified),?,·
COc1ccc(-n2cc(-c3ccccc3)c3c(N4CC(C)OC(C)C4)ncnc32)cc1 (stereo unspecified),-4%,-17
CC1(C)Cc2c(sc(NC(=O)C(=O)N3CCCC3)c2C#N)CO1,i,2
Cc1[nH]c2ccc(-c3n[nH]c(=S)n3Cc3ccccc3)cc2c1C,?,·
CC(=O)N1CCN(C(=O)C(Cc2c[nH]c3ccccc23)NC(=O)c2ccccc2Cl)CC1 (stereo unspecified),?,·
Cc1ccc(NC(=O)CCC(=O)NNC(=O)c2ccco2)c(C)c1,0%,2
O=C(Cc1ccccc1)Nc1ccc(NC(=O)c2ccco2)cc1,i,22
CCOc1ccc(NC(=O)CSc2nnc(-c3ccccn3)n2N)cc1,?,·
COc1ccc(CC(=O)NCc2nnc(SCC(=O)c3ccc(OC)cc3)n2C)cc1,?,·
COc1ccc(N2C(=O)NC(NS(=O)(=O)c3ccccc3)(C(F)(F)F)C2=O)cc1 (stereo unspecified),-22%,9
COC(=O)c1sc(-c2ccccc2)cc1NC(=O)C1CC1,3%,0
CC(=O)Nc1ccc(OCC(O)Cn2ccnc2C)cc1 (stereo unspecified),2%,14
Cc1c(C(=O)N2CCOCC2)sc(NC(=O)c2ccc3c(c2)OCO3)c1C#N,?,·
N#CCC(=O)N1CCCCCC1,?,·
C/C=C/c1ccc(OCCN2CCc3ccccc3C2)c(OC)c1,?,·
C/C(=N\Nc1ccccc1C(=O)O)c1ccncc1,?,·
COc1ccc(-c2cc(C(=O)NN)n(-c3ccccc3)n2)cc1,0%,5
O=C(Nc1ccc(S(=O)(=O)NCc2ccco2)cc1)c1cccc(F)c1,?,·
CCOc1ccc(NC(=O)CNS(=O)(=O)c2c(C)cc(C)cc2C)cc1,0.92µM*,·

# Record cards, from the list above. Order of screens: Lipid storage S3, Lipid storage S3 cell count max
# Listed for CC(=O)NC1=NN(C(C)=O)C(C)(CCS(=O)(=O)c2ccc(Cl)c(Cl)c2)S1 (stereo unspecified) = ?, ·
# Listed for O=C(CCc1nnc2ccc(NCc3ccco3)nn12)Nc1cc(F)ccc1F = -20%, 3
# Listed for CC(=O)N1CCN(C(=O)C(Cc2c[nH]c3ccccc23)NC(=O)c2ccccc2Cl)CC1 (stereo unspecified) = ?, ·
# Listed for COC(=O)c1sc(-c2ccccc2)cc1NC(=O)C1CC1 = 3%, 0

# The list continues.
SMILES,Lipid storage S3,Lipid storage S3 cell count max
CCn1c(Cn2nnc(-c3ccccc3)n2)nnc1SCC(=O)N1CCOCC1,i,12
CC(=O)Nc1cccc2c1C(=O)N(c1cccc(OC(C)=O)c1)C2=O,?,·
COc1ccc(S(=O)(=O)N/N=C\c2ccc3c(c2)OCO3)c(OC)c1,?,·
Cc1cc(C)c(C)c(S(=O)(=O)N2CCCCC2C(=O)O)c1C (stereo unspecified),0%,-4
O=C(CCCNC(=O)c1ccc(Cl)cc1)Nc1ccc(F)c(S(=O)(=O)N2CCOCC2)c1,?,·
COc1ccc2c(c1)c(=O)oc1c(C)c(OCc3cc(C(=O)O)oc3C)ccc12,12%,14
CSc1ccc(C(=O)/C=C/c2ccc(N)cc2)cc1,?,·
O=C(Nc1ccccc1)c1cnc2ccccc2n1,3%,20
COc1ccccc1N1CCN(C(=O)CCSCc2ccccc2F)CC1,7%,0
CN(C)C(=O)c1cn(-c2ccc(Cl)cc2)c(=O)c2ccccc12,?,·
O=C(COC(=O)COc1ccc(Cl)cc1)NC1CC1,?,·
O=C(CC1SC(N2CCCC2)=NC1=O)Nc1ccc(C(=O)N2CCN(c3cccc(Cl)c3)CC2)cc1 (stereo unspecified),-16%,-1
Cc1ccc(C)c(NC(=O)C(OC(=O)c2cc[n+]([O-])cc2)c2ccccc2)c1 (stereo unspecified),15%,·
COc1cc(OC)c(OC)cc1CN1CCCC(C(=O)c2ccc3c(c2)OCO3)C1 (stereo unspecified),?,·
Cc1ccc(-n2ncc3c(=O)[nH]c(SCC(=O)N4CCN(c5ccccc5)CC4)nc32)cc1,12%,1
O=C1CSC(c2ccccn2)N1c1ccc(Br)cc1 (stereo unspecified),?,·
CC1(C)Cc2c(c(-c3ccccc3)nc(N3CCCC3)c2C(N)=O)CO1,21%,-12
Cc1ccc(NC(=O)Nc2ccc3c(c2)N(C)C(=O)CS3)nc1,-8%,-20
COc1ccc(N2C(=O)[C@@H]3[C@H](C2=O)[C@H](C(C)=O)N2c4ccccc4C=C[C@@H]32)cc1,?,·
CC(C)C(=O)Nc1ccc(NC(=O)c2cc3ccccc3o2)cc1,?,·
COC(=O)c1sc(N/N=C/c2ccc(C(C)C)cc2)nc1C,?,·
O=C(O)/C=C/C(=O)NNC(=O)c1ccc(Br)cc1,9%,5
O=C(CSC(=S)N1CCOCC1)Nc1ncc2c(n1)CCCC2=O,1%,3
CC/C(=N\NC(=O)c1ccc(N(C)C)cc1)c1ccccc1,?,·
Cn1c(N)c(C(c2ccccc2)c2c(N)n(C)c(=O)n(C)c2=O)c(=O)n(C)c1=O,?,·
CC(=O)Nc1ccc(S(=O)(=O)N2CCSC2c2ccccc2)cc1 (stereo unspecified),?,·
COc1cccc(-c2noc(-c3ccoc3C)n2)c1,6%,6
Cc1nn(C)cc1S(=O)(=O)Nc1cccc(Cl)c1,i,10
CCOC(=O)c1ccc(Nc2cc(C)nc3nc(C)nn23)cc1,?,·
CC(NC(=O)C1CCCN1S(=O)(=O)c1ccccc1)c1ccccc1 (stereo unspecified),i,4
CC(=O)c1sc(NC(=O)CSC(C)C(=O)Nc2cc(C)on2)nc1-c1ccccc1 (stereo unspecified),?,·
COc1ccc(Nc2ccc(C(F)(F)F)cc2[N+](=O)[O-])cn1,?,·
COc1ccc(N=C2SC(CC(=O)Nc3ccccc3)C(=O)N2CCN2CCOCC2)cc1 (stereo unspecified),16%,8
CCOC(=O)NC(=O)/C(C#N)=C/c1ccc(N(C)C)cc1,2%,·
CCOC(=O)CC(NC(=O)Cn1nnc(-c2ccccc2F)n1)c1ccc(OC)cc1 (stereo unspecified),8%,3
O=C(O)c1cc([N+](=O)[O-])cc([N+](=O)[O-])c1N1CCN(c2cccc(C(F)(F)F)c2)CC1,?,·
O=C(CN1CCN(c2ccc(Cl)cc2[N+](=O)[O-])CC1)N1CCOCC1,1%,2
COc1cc2c(=O)n(CCC(=O)NCC3CCCO3)c(=O)n(CC(=O)Nc3ccc(C)c(C)c3)c2cc1OC (stereo unspecified),i,16
COCCN1Cc2cccc(C(=O)Nc3cccnc3)c2C1=O,?,·
C#CCOCCOCCOCCNc1nc(N2CCOCC2)nc(N2CCN(C(=O)CCCCCCCCCCNC(=O)[C@@H]([C@H](C)CC)n3cc(CCCCCN)nn3)CC2)n1,?,·

# Two entries drawn at random from the list so far, as already listed:
SMILES,Lipid storage S3,Lipid storage S3 cell count max
CN1C(=O)C(CC(=O)NCCc2ccccc2)N(NC(=O)c2cccc(F)c2)C1=S (stereo unspecified),i,6
CC(=O)Nc1cccc2c1C(=O)N(c1cccc(OC(C)=O)c1)C2=O,?,·

# Continued:
SMILES,Lipid storage S3,Lipid storage S3 cell count max
O=C(O)c1cc(-c2ccccc2Cl)n(-c2cccc(Cl)c2)n1,-9%,-7
CCOC(=O)CNc1nc(Cl)nc(N2CCCCC2)n1,?,·
N#Cc1cc([N+](=O)[O-])ccc1NC(=O)CSc1n[nH]c(=O)n1C1CC1,14%,-15
N#CC1(NC(=O)COC(=O)c2cc([N+](=O)[O-])ccc2N2CCCC2)CCCCC1,?,·
O=C(CSc1nc2ccccc2n1CCc1ccccc1)c1ccc(O)c(O)c1,9%,-15
N#Cc1c(N2CCOCC2)nc(N)c2c(N)nc3c(c12)CC(CCl)O3 (stereo unspecified),-1%,-3
Cc1cccc(C)c1NC(=O)CC(C)c1ccccc1 (stereo unspecified),14%,14
CCCCCn1c(SCC(=O)OCC)nc2cc(C(=O)N3CCC(C(N)=O)CC3)ccc2c1=O,i,14
COc1ccccc1CCNC(=O)C(=O)NCCC1CCCCN1S(=O)(=O)c1ccccc1 (stereo unspecified),?,·
Cc1ccc(S(=O)(=O)NC(=O)c2cc(C)n(-c3cc(S(=O)(=O)N4CCOCC4)ccc3N3CCCC3)c2C)cc1,i,17
O=C(Cc1ccccc1)NCCS(=O)c1ccc(Cl)cc1 (stereo unspecified),?,·
Cc1csc2nc(COC(=O)CNC(=O)c3ccc(Cl)cc3)cc(=O)n12,?,·
O=C(Nc1ccc(N2CCN(c3ncccc3C(F)(F)F)CC2)nc1)c1cccs1,?,·
Cc1ccc2nc3c(cc2c1)CN(Cc1ccco1)C(=NCC1CCCO1)S3 (stereo unspecified),?,·
CCC(C)(C)C1CCC(=NNc2nc3ccccc3[nH]2)CC1 (stereo unspecified),23%,6
CC(=O)c1ccc(NC(=O)CN2CCCCCC2)cc1,?,·
Cc1cccc(NC(=O)c2ccccc2Br)n1,-23%,-16
CN(c1ccc(C(=O)NCc2ccc3c(c2)OCO3)cc1)S(=O)(=O)c1ccccc1,-7%,-13
OCCN(Cc1ccccc1)CC1CC2C=CC1C2 (stereo unspecified),29µM*,0.6*
Cc1ccc2c(C(=O)CN3CCOCC3)c(C)[nH]c2c1,?,·
O=C(Nc1cccnc1)c1cc(Cl)ccc1Cl,8%,-21
COc1ccc(NC(=O)C2CCCN(S(=O)(=O)c3c(C)n[nH]c3C)C2)cc1 (stereo unspecified),23%,5

# These rows are one share of the data (hit frequency here may not be typical).
